High-throughput results: PubChem, National Center for Advancing Translational Sciences (NCATS)
CHX counter: affects cycloheximide protein synthesis inhibition readout, counter-screen; cell reporter, cycloheximide protein synthesis inhibition counterscreen; max response, %; 300,000 tested, 12% active; AID 2314; in the data active = max response mostly above about 13%, no sharp cut-off; inactive = mostly below about 14%; also: read at 38.3 µM for the half of the compounds with a filed dose; 0% is about no effect
Shiga toxin inh: blocks Shiga toxin action in Vero cells | Vero cells, Shiga toxin protein synthesis inhibition reporter | inhibition, % at 38.7 µM | 290,000 tested, 9.2% active | AID 2315; in the data active = inhibition mostly above about 28%, no sharp cut-off; inactive = mostly below about 43%; also: 0% is about no effect
LmPK inh: LmPK (Leishmania mexicana) enzyme inhibition; Q27686; purified LmPK, Kinase-Glo ATP luminescence, 1 h; Potency, µM (top dose mostly 57.5 µM), for inactives: at the top dose activity change, negative = inhibition, actives largely listed as inhibitors; 290,000 tested, 0.37% active; AID 1721; also: potency is read from the fitted curve at half-maximal effect; % is scaled to controls: 0 for no effect and ±100 for the full control effect
Target sequence (Q27686 whole entry, looked up): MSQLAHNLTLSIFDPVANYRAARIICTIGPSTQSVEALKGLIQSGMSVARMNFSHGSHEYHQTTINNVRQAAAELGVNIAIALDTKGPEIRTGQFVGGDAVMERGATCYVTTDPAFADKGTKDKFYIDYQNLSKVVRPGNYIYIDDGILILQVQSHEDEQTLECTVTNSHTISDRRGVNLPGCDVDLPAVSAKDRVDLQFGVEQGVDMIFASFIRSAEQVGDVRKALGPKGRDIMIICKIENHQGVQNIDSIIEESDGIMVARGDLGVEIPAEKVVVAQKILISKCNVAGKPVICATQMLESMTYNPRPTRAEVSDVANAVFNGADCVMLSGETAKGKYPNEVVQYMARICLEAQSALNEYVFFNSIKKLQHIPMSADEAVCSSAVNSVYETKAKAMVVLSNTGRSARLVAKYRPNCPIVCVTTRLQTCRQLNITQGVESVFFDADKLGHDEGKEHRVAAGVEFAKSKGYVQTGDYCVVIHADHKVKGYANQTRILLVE
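qHTS format; LmPK 0.1 nM; substrates PEP 0.5 mM and ADP 0.1 mM. One-hour room-temperature incubation, then coupled luciferase luminescence; 0.5 nM enzyme wells mark activation.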
AMA1-RON2 inh: inhibitors of Plasmodium falciparum AMA1-RON2 interaction. AlphaScreen AMA1-biotinylated RON2 peptide binding. Potency, µM (top dose mostly 58.2 µM), for inactives: top-dose activity change, negative = inhibition, actives largely listed as inhibitors. AID 720542. 360,000 tested, 0.2% active;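 also: potency is read from the fitted curve at half-maximal effect; 0% = vehicle wells and -100% = peptide control; nearly all actives have a fitted effect of over 45% in size; some results filed as inactive show a strong effect at the top dose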
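AMA1 (3D7) with his tag at 25 nM final met compounds first, then biotinylated RON2 peptide at 25 nM; detection used donor plus acceptor beads, 10 µg/mL apiece, read by AlphaScreen after 30 min at room temperature.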
TbPYK inhibitor: T. brucei pyruvate kinase inhibition; TbPYK enzyme, Kinase-Glo Plus ATP luminescence, 45 min; Potency, µM (titrated, usually from 76.8 µM), for inactives: at the top dose activity, negative = inhibition, most hits filed as inhibitors; 410,000 tested, 0.12% active; AID 624173; also: potency is read from the fitted curve at half-maximal effect; % is scaled to controls: 0 for no effect and ±100 for the full control effect; nearly all actives have a fitted effect of over 50% in size
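TbPYK + substrate in 50 mM TEA pH 7.2, 100 mM KCl, 10 mM MgCl2, 0.05% BSA, 0.01% Tween-20; cpd pinned; ADP 130 uM final; 45 min RT; Kinase-Glo Plus 10 min; luminescence endpoint.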
Pf growth 96h: inhibits malaria parasite growth, 96 h; AID 504834; 320,000 tested, 6.9% active; Potency, µM (titrated, usually from 28.7 µM), for inactives: at the highest dose activity change, negative = inhibition, actives largely listed as inhibitors; P. falciparum luciferase reporter growth, 96 h; also: potency is read from the fitted curve at half-maximal effect; % is scaled to controls: 0 for no effect and ±100 for the full control effect
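Compounds incubated with erythrocytes infected by luciferase-expressing P. falciparum (2% hematocrit, 0.05% parasitemia final) for 96 hours, 37 C in 5% CO2. Growth inhibition scored as decreased luciferase luminescence.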
Pf growth 48h: inhibits P. falciparum growth in the first generation, 48 h; 310,000 tested, 5.9% active; P. falciparum luciferase growth in erythrocytes, 48 h; Potency, µM (highest dose often 28.7 µM), for inactives: top-dose activity change, negative = inhibition, actives largely listed as inhibitors; also: potency is read from the fitted curve at half-maximal effect; % is scaled to controls: 0 for no effect and ±100 for the full control effect
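In quantitative HTS format, infected erythrocytes bearing luciferase-reporter parasites were treated for a single generation at 37 C. Luminescence after adding detection reagent served as the growth measure.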
* = called active by the depositor; ? = inconclusive; . = no result given; [ ] = remark or other dose. Unless noted, calls follow the shape of the dose curve; as a rule, active = well fitted curve in the direction sought with a large enough effect; inconclusive = small, poorly fitted or top-dose-only effect, or another doubt; inactive = no such curve, though single readings can be large; an effect the other way counts as inactive or inconclusive. The order is random; about 21% have a hit in one of these screens.

SMILES	CHX counter	Shiga toxin inh	LmPK inh	AMA1-RON2 inh	TbPYK inhibitor	Pf growth 96h	Pf growth 48h
COc1ccc(C(=O)O)cc1S(=O)(=O)NC(C)C12CC3CC(CC(C3)C1)C2 (configuration not stated)	.	.	.	-4%	2%	-8%	?
COc1ccc(C(=O)NC(=O)COC(=O)C2COc3ccccc3O2)cc1 (configuration not stated)	-3	-17	8%	3%	2%	.	-7%
CC(C)Nc1ccc(C(CC(N)=O)NC(=O)c2ccc(Br)cc2)cc1[N+](=O)[O-] (configuration not stated)	-4	-11	5%	-3%	5%	8%	2%
O=S1(=O)CCN(Cc2ccccn2)CC1	-5	-16	-4%	29%	2%	?	1%
CCOc1ccc(S(=O)(=O)N2CCOCC2)cc1NC(=O)C1=COCCO1	.	.	.	0%	-5%	0%	-11%
COc1ccc(C)cc1NC(=O)CN1C(=O)c2cccc3cccc1c23	1	-12	1%	-3%	-2%	46%[activator]	.
Cc1ccc(CNc2cnccn2)cc1	12	27*	0%	30%	?	-5%	5%
Oc1ccc(C2=NNC(c3ccc(O)cc3)=NN2)cc1	-5	-13	5%	-7%	4%	?	5%
CC1CC(C)CN(CCCNS(=O)(=O)c2ccc3c(c2)oc(=O)n3C)C1 (configuration not stated)	-3	-6	3%	19%	0%	10µM*	-2%
CCOC(=O)C1CCN(S(=O)(=O)c2ccc(-c3cc(C(F)(F)F)n(C)n3)s2)CC1	-2	-7	4%	8%	2%	31%[activator]	13%
COc1cc(CN(C(=O)c2cccs2)C2CCS(=O)(=O)C2)cc(OC)c1OC (configuration not stated)	0	-5	9%	-2%	-1%	?	5%
Cc1cc2nnn(-c3nnc(-c4ccccc4)c4ccccc34)c2cc1C	2	-20	1%	-3%	5%	8.3µM*	?
CCc1nn(C(CC)C(=O)NCc2cccs2)c(=O)c2cc3occc3n12 (configuration not stated)	-2	-5	-2%	-5%	2%	?	9%
CCOC(=O)C1CCCN(Cc2nc(Cc3cccc(F)c3)no2)C1 (configuration not stated)	-3	-12	-2%	-8%	3%	?	11%
CC1=CCC(C(=O)O)(C(=O)N/N=C/c2cccnc2)C(c2ccccc2)C1 (configuration not stated)	-2	-3	0%	20%	1%	8%	-23%
O=C1CCCS(=O)(=O)c2ccccc21	-3	14	-4%	-9%	2%	1%	33%[activator]
COc1ccc(-n2nc3c(c2NC(=O)C2CCCC2)CS(=O)(=O)C3)cc1	-2	2	-1%	9%	-2%	1%	?
O=C(/C=C/c1ccccc1Cl)NC(=S)Nc1ccccc1C(=O)NC1CCCCC1	0	27	0%	3%	-29%	73%[activator]	59%[activator]
O=C(C#Cc1cccc([N+](=O)[O-])c1)c1ccccc1	-6	2	-2%	.	.	-7%	.
O=S(=O)(c1ccccc1C(F)(F)F)N1CCC(n2cnc3ccccc32)CC1	-5	-12	10%	-2%	9%	?	.
N#CC(C(=O)C1CCCCC1)c1nc2ccccc2[nH]1 (configuration not stated)	8	21	5%	48%[activator]	-2%	?	?
CC(C)(C)C(=O)Cn1nc(Cl)nc1Cl	-7	10	-9%	15%	1%	-28%	38%[activator]
COc1cccc(-c2noc(-c3ccc(Cl)nc3)n2)c1	30*	83*	4%	-13%	2%	108%[activator]	0%
O=C(NC1CC1)C1=C[C@H](c2csc3ccccc23)C[C@H](OCCCCO)O1	9	-2	5%	9%	-2%	-13%	?
O=S(=O)(NCCc1cccs1)c1ccc(Br)cc1	-7	1	0%	25%	0%	8%	35%[activator]
O=C(Cc1ccc(-n2c(=O)c3ccccc3n(Cc3ccccc3F)c2=O)cc1)NCC1CCCO1 (configuration not stated)	-2	-11	0%	10%	1%	4.7µM*	-15%
CC1CCC2C(C1)Nc1c(C(=O)O)cccc1C2(C)C (configuration not stated)	-1	-5	3%	15%	-16%	41%[activator]	12%
Cc1cc(C2C(=O)C(C(=O)c3ccc(Cl)cc3)C(=O)CC2(C)C)on1 (configuration not stated)	8	-9	6%	5%	-6%	16%	3%
O=C(CP(=O)(c1ccccc1)c1ccccc1)Nc1nc2ccccc2s1	2	2	1%	-4%	-3%	?	15%
O=C(N/N=C/c1cccnc1)c1cc(Br)ccc1O	26*	53*	4%	37%[activator]	-6%	5%	92%[activator]

For reference, 6 of the compounds above:
SMILES	CHX counter	Shiga toxin inh	LmPK inh	AMA1-RON2 inh	TbPYK inhibitor	Pf growth 96h	Pf growth 48h
O=S(=O)(c1ccccc1C(F)(F)F)N1CCC(n2cnc3ccccc32)CC1	-5	-12	10%	-2%	9%	?	.
N#CC(C(=O)C1CCCCC1)c1nc2ccccc2[nH]1 (configuration not stated)	8	21	5%	48%[activator]	-2%	?	?
CC(C)(C)C(=O)Cn1nc(Cl)nc1Cl	-7	10	-9%	15%	1%	-28%	38%[activator]
COc1cccc(-c2noc(-c3ccc(Cl)nc3)n2)c1	30*	83*	4%	-13%	2%	108%[activator]	0%
O=C(NC1CC1)C1=C[C@H](c2csc3ccccc23)C[C@H](OCCCCO)O1	9	-2	5%	9%	-2%	-13%	?
O=S(=O)(NCCc1cccs1)c1ccc(Br)cc1	-7	1	0%	25%	0%	8%	35%[activator]

Following part
SMILES	CHX counter	Shiga toxin inh	LmPK inh	AMA1-RON2 inh	TbPYK inhibitor	Pf growth 96h	Pf growth 48h
O=C(NCc1ccc(F)cc1)c1cnc2sccn2c1=O	-1	17	-1%	-8%	-8%	-27%	-17%
CC(C)CCCCCCNC(=S)Nc1ccc(S(=O)(=O)N2CCOCC2)cc1	1	5	4%	20%	-15%	?	?
O=C(Nc1cccc(Cl)c1)C1COc2ccccc2O1 (configuration not stated)	16*	29	2%	5%	-1%	1.7µM*	-2%
Cc1cc(S(=O)(=O)Nc2c(C(=O)O)[nH]c3ccccc23)ccc1F	2	-1	22%	-1%	-8%	-3%	13%
CCN(Cc1nc2ccccc2c(=O)[nH]1)C(=O)c1cccc(OCc2c(C)noc2C)c1	.	.	.	-5%	4%	?	6.6µM*
CCCCCCCCCOC1OC(CO)C(O)C(O)C1NC(C)=O (configuration not stated)	2	36	-3%	-5%	-12%	?	72%[activator]
CC1(C)NC(=O)N(CCCCOc2cccc(C(F)(F)F)c2)C1=O	-2	-5	0%	34%[activator]	-4%	.	-2%
CCOC(=O)C1CCN(C(=O)/C(C)=C\c2ccccc2)CC1	9	10	-1%	0%	0%	?	26%
COc1ccccc1C1C([N+](=O)[O-])=C(N)Oc2c1c(=O)oc1ccccc21 (configuration not stated)	7	-4	8%	-9%	-11%	10%	9%
Cc1nc2cc(NC(=O)COc3ccccc3C#N)ccc2n1-c1ccccc1	-3	50	-4%	-6%	-10%	?	.
Cc1oc2c(CN3CCCC3)c(O)ccc2c(=O)c1Oc1ccccc1Br	-3	9	0%	13%	?	6%	1.7µM*
O=C1CCCC(O)=C1C1C2=C(CCCC2=O)OC2=C1C(=O)CCC2	1	3	-7%	-2%	6%	30%[activator]	-1%
Cc1ccc(-c2n[nH]c(=O)c3ccccc23)cc1S(=O)(=O)Nc1ccccc1	0	3	1%	-6%[2.32 µM]	-10%	2%	?
O=C(Nc1ccc(Cl)cc1)Nc1cccc(C(=O)O)c1	52*	110*	-3%	-1%	1%	3.7µM*	-13%
O=C(Nc1ccon1)C1CCN(S(=O)(=O)c2cccs2)CC1	0	-3	-4%	0%	?	.	?
CCCNC(=O)C(Cc1ccc(OC)cc1)NC(=O)c1ccc(C#N)cc1 (configuration not stated)	.	.	.	12%	2%	?	69%[activator]
COc1cc(/C=C/C(=O)OCC(=O)Nc2oc(C)c3c(C)n[nH]c(=O)c23)ccc1OC(F)F	.	.	.	22%	-18%	?	?
CCOC(=O)C1=C(C)NC(=O)NC1c1ccc(NC(C)=O)cc1 (configuration not stated)	-2	-12	1%	-12%	1%	6%	6%
O=C(O)C1=C[C@@H](c2coc3ccccc3c2=O)C[C@@H](OCCCCO)O1	1	-3	8%	13%	0%	-8%	6%
COC(=O)c1cn(C(=O)c2ccc(OC)cc2)c2ccccc12	0	.	6%	13%	0%	?	-3%
COC(=O)c1sccc1NC(=O)c1ccc(C)o1	5	-4	-6%	?	5%	?	?
CCn1cc(CN2CCC(n3nccc3NC(=O)C3CCCC3)CC2)c(C)n1	-2	-17	-4%	-3%	-8%	38%[activator]	63%[activator]
O=C(CCSc1nnc2scc(-c3ccccc3)n12)Nc1nc(-c2ccccc2)ns1	-3	11	-1%	-20%	2%	.	11%
COc1ccc(-c2nc(CSCC(=O)N3CCN(C)CC3)c(C)o2)cc1OC	-5	-8	0%	-2%	5%	?	.
Nc1c(C(=O)NCCC2=CCCCC2)sc2ccc(S(=O)(=O)N3CCCCC3)cc12	-5	-3	2%	19%	-6%	?	13µM*
COc1cccc(OC)c1OCCN1CCN(C(c2ccccc2)c2ccccc2)CC1	-5	-6	-2%	-9%	7%	?	?
Clc1ccccc1CSc1nnc(-c2cccnc2)n1Cc1ccco1	14	15	4%	-6%	-11%	70%[activator]	?
O=C(NNc1ccc(Cl)nn1)c1ccc(Cl)cc1	-1	7	1%	15%	-1%	1%	-2%
CC(C)C(=O)NC(C)C(c1cccs1)N1CCN(C)CC1 (configuration not stated)	-1	25	-8%	-7%	10%	1%	-5%
CSCC[C@H](NC(=O)OC(C)(C)C)C(=O)N/N=C/c1cccc2nccnc12	-1	-2	0%	125%[activator]	2%	0%	-18%

Shown with values under each structure: part of the list above.
The line under a structure holds: CHX counter | Shiga toxin inh | LmPK inh | AMA1-RON2 inh | TbPYK inhibitor | Pf growth 96h | Pf growth 48h
> O=C(NNc1ccc(Cl)nn1)c1ccc(Cl)cc1
    -1 | 7 | 1% | 15% | -1% | 1% | -2%
> CC(C)C(=O)NC(C)C(c1cccs1)N1CCN(C)CC1 (configuration not stated)
    -1 | 25 | -8% | -7% | 10% | 1% | -5%

Next section.
SMILES	CHX counter	Shiga toxin inh	LmPK inh	AMA1-RON2 inh	TbPYK inhibitor	Pf growth 96h	Pf growth 48h
COc1ccc(OC)c(C2CC(=O)c3c([nH]c(C(=O)OCC4CCCO4)c3C)C2)c1 (configuration not stated)	-4	0	8%	-5%	5%	?	?
CCCN1CN(Cc2ccccc2)CC2=C1CC(C)(C)CC2=O	2	31	2%	5%	4%	?	.
CCC(=O)Nc1nnc(Sc2ccc(N(C)C)cc2)s1	2	-16	-4%	-15%	-6%	18%	7%
COCCCn1c(C)nnc1SCC(=O)Nc1cccc(C)c1	1	4	-6%	-2%	-9%	2%	18%
CCOc1cc(CNc2ccc3c(c2)CCC3)ccc1O	34*	19	-2%	-27%	-6%	19%	12%
COc1ccc(C2CC(c3ccc(Br)cc3)=NN2C(=O)CSC2=NN3CCCC(=O)N=C3S2)cc1 (configuration not stated)	-5	-7	7%	-14%	-2%	1%	?
Cc1ccc(C(=O)Nc2ncn[nH]2)cc1	-2	-15	-1%	62%[activator]	-3%	?	27%
S=c1[nH]nc(CNc2cccc(Cl)c2)o1	5	-6	0%	4%	-21%	8%	12%
CC(C)(CN1CCCC1)NS(=O)(=O)c1ccc(Cl)cc1	-5	-2	-2%	7%	0%	4%	-22%
CCCn1c(C)cc(-c2csc(N)n2)c1C	15	-7	-3%	?	-28%	?	.
